From PubChem BioAssay
A-T KAP1 phos: potential ataxia-telangiectasia treatment | […] A-T fibroblasts, KAP-1 phosphorylation AlphaLISA; neocarzinostatin DNA damage 30 min before lysis | Potency, µM (doses to about 57.5 µM), inactives show top-dose activation, actives largely listed as activators | 320,000 compounds, 0.19% hits | AID 485349; also: potency is read from the fitted curve at half-maximal effect; % of control where 0% means no effect; nearly all actives have a fitted effect of over 45% in size
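ATM-like activity read as KAP-1 phosphorylation via AlphaLISA donor/acceptor antibody pairs after lysis and 6 hr at 25C. Cells were ATM-null patient fibroblasts ([…], hTERT), dosed 60 min, then exposed to the DSB inducer NCS for 30 min.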
TSHR antagonist: antagonists of human thyroid stimulating hormone receptor; 330,000 compounds, 0.2% hits; TSHR-expressing cells, TSH-stimulated cAMP HTRF, 2 h; stronger effect = lower value; AID 504810; activity change, negative = inhibition, % at 11.5 µM;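 active = activity change below a set negative limit, meaning inhibition stronger than a set level, cut at about -70% in these data; inconclusive = activity change between two set negative limits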; also: % is scaled to controls: 0 for no effect and ±100 for the full control effect
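TSHR-expressing cells, 200/well, pre-treated with compound, then stimulated with EC80 TSH (4nM final) for 2 hours at 37 deg C. cAMP measured by competitive HTRF: anti-cAMP cryptate antibody in lysis buffer plus cAMP-d2, read after 30 minutes at room temperature.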
Tb PFK inh: blocks T. brucei phosphofructokinase; O15648; T. brucei PFK, ADP-Glo luminescence; Potency, µM (top dose mostly 57.5 µM), for inactives: at the top dose activity, negative = inhibition, usual class: inhibitors; 330,000 compounds, 0.17% hits;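 also: potency is read from the fitted curve at half-maximal effect; 0% = uninhibited 1x PFK enzyme wells and -100% = no-enzyme wells; nearly all actives have a fitted effect of over 60% in size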
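1.25 nM PFK with 0.5 mM F6P and 0.1 mM ATP in 0.1 M TEA pH 8.0, 5 mM MgCl2, incubated 45 min at room temperature; ADP measured by ADP-Glo luminescence; compounds titrated up to 57 uM.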
GALK inhibitor: galactokinase (human) inhibition | P51570 | Purified GALK, Kinase-Glo residual ATP luminescence | Potency, µM (series often up to 57.5 µM), inactives show top-dose activity change, negative = inhibition, hits mostly inhibitors | 270,000 compounds, 0.007% hits | AID 1868; also: potency is read from the fitted curve at half-maximal effect; % is scaled to controls: 0 for no effect and ±100 for the full control effect
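The enzyme phosphorylates galactose (100 uM) using ATP (35 uM); inhibition is detected as higher residual ATP, quantified by bioluminescence after 1 h reaction at room temperature, pH 8.0.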
Giardia kill: kills Giardia lamblia; Giardia lamblia trophozoite viability; activity change, % at 7.66 µM, hits read low; 340,000 compounds, 0.15% hits; in the data active = activity change below about -80%; inconclusive = between about -30% and that limit;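 also: parasites exposed to compound for two days anaerobically before the ATP read; % is scaled to controls: 0 for no effect and ±100 for the full control effect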
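Anaerobic 48 hrs incubation at 37 deg C of 100 trophozoites/well with test compounds; ATPLite 1-Step luminescence, 15-30 min RT, reports cellular ATP as viability.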
hERG WT inh: KCNH2 (human, wildtype) channel inhibition; AID 720551; 340,000 compounds, 0.37% hits; U2OS, BacMam KCNH2, thallium flux FluxOr; stronger effect = lower value; Q12809; activity change, % at 1.84 µM;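 active = maximum activity change below -70%; inconclusive = maximum activity change between -70% and -50%; inactive = maximum activity change above -50%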; also: % is scaled to controls: 0 for no effect and ±100 for the full control effect
Target sequence (Q12809 whole entry, looked up): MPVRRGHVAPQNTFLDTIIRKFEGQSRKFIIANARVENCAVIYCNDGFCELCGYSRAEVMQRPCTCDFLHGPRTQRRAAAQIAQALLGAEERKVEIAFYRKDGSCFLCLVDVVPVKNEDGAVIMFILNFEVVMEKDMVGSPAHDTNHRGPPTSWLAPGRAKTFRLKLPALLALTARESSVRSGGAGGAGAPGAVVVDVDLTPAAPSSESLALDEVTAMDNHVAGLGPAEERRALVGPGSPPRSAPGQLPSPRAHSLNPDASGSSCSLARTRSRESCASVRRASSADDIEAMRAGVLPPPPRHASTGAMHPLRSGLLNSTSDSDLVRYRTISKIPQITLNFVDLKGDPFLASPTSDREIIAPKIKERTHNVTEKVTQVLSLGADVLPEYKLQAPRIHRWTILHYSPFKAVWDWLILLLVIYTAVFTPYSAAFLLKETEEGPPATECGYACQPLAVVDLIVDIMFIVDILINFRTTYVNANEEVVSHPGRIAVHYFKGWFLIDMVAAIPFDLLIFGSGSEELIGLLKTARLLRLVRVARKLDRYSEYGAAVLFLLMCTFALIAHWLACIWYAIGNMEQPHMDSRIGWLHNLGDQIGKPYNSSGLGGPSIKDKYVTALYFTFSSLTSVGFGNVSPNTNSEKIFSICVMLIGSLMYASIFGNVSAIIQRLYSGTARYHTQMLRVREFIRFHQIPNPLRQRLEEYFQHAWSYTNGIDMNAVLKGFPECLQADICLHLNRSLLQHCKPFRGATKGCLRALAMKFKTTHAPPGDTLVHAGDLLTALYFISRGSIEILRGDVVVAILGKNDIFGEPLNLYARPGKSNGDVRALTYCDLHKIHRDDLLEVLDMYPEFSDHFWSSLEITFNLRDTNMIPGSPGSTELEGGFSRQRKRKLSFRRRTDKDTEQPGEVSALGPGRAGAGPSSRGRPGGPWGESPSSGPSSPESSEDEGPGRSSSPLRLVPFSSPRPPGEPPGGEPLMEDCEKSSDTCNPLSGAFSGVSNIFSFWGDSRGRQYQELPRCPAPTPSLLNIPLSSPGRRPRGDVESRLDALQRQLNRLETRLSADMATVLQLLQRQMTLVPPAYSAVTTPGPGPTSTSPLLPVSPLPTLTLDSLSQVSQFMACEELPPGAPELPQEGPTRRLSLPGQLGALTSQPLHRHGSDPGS
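U2OS cells transduced with wild-type KCNH2 virus are loaded with FluxOr dye for 45 min, and thallium flux is measured in kinetic reads before and after stimulation buffer. Rate constants are normalized to DMSO controls.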
Chronic BCR inh: chronic active BCR signaling inhibition. ABC-DLBCL IkBa-CBG/CBR reporter, luminescence ratio, 4 h. Potency, µM (doses to about 46.1 µM), without a hit: at the highest dose ratio change, negative = lower green/red ratio, actives largely listed as inhibitors. 340,000 compounds, 0.05% hits. AID 493014; active = well fitted inhibition curve with a large enough effect in the signal ratio, with a control signal flat, not every such curve was filed as active; inconclusive = small, poorly fitted or top-dose-only effect, or effect the other way, or a change in a side signal; the % refers to the signal ratio;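 also: potency is read from the fitted curve at half-maximal effect; plate controls were basal doxycycline-induced cells for no effect and cells given 10 µM MG132 for full effect; MG132 reads +100%, hits lower the ratio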
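Compounds up to 46 uM were incubated four hours with TMD8 cells whose green CBG68 luciferase is fused to IkappaBalpha; red CBR luminescence normalised the signal, and concentration-effect curves were fitted to fusion, red and ratio data.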
CXXC DNA block: MLL CXXC-DNA interaction inhibition | Q03164 | MLL-CXXC / FITC-HOXA9 DNA fluorescence polarization | Potency, µM (doses to about 115 µM), inactives show at the top dose activity change, negative = inhibition, hits mostly inhibitors | 290,000 compounds, 0.037% hits | AID 2662; active = well fitted inhibition curve with a large enough effect in the polarisation, with a control signal flat, not every such curve was filed as active; inconclusive = small, poorly fitted or top-dose-only effect, or effect the other way, or a change in a side signal; inactive = no such curve, though single readings can be large or run the other way; the % refers to the polarisation; also: potency is read from the fitted curve at half-maximal effect
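Purified MLL-CXXC (added from a 7 uM solution) was preincubated 5 min at ambient with pinned compounds in 50 mM Tris-HCl pH 7.5, 50 mM NaCl, 1 mM DTT, 0.05% BSA. Fluorescein-labeled HOX-A9 DNA (50 nM solution) followed, 30 min, then polarization read.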
TCR act: activates T cell receptor signaling. Potency, µM (highest dose often 9.22 µM), inactives show top-dose activation of IL-2 secretion, hits mostly activators. primary human leukocytes, anti-CD3, IL-2 HTRF, 48 h. 330,000 tested, under 10 active; also: % of control where 0% means no effect
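IL-2 produced over 48 hr by a-CD3 bead-stimulated primary human leukocytes exposed to compounds was detected with a homogeneous time-resolved FRET immunoassay, 665nm acceptor signal after 320nm excitation.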
FBPA coupling cs: inhibits coupling enzyme system, counter-screen for aldolase hits | coupling enzyme system counterscreen, AmpLite Red fluorescence | activity change, negative = inhibition, % at 58.2 µM, hits read low | 290,000 compounds, 0.67% hits | AID 2472; in the data active = activity change below about -30%; also: % is scaled to controls: 0 for no effect and ±100 for the full control effect
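Counterscreen of the coupled detection system alone, without aldolase: glyceraldehyde-3-phosphate coupling enzymes plus AmpLite Red readout. Compounds at 57.5 uM final, 10 min RT preincubation, 20 min RT reaction, fluorescence 525/598 nm.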
* = called active by the depositor; ? = inconclusive; . = no result given; [ ] = another dose, or the depositor's remark. Unless noted, calls follow the shape of the dose curve; as a rule, active = well fitted curve in the direction sought with a large enough effect; inconclusive = small, poorly fitted or top-dose-only effect, or another doubt; inactive = no such curve, though single readings can be large; an effect the other way counts as inactive or inconclusive.

SMILES | A-T KAP1 phos | TSHR antagonist | Tb PFK inh | GALK inhibitor | Giardia kill | hERG WT inh | Chronic BCR inh | CXXC DNA block | TCR act | FBPA coupling cs
CCOc1ccccc1Oc1cn[nH]c1-c1ccc(OCC(=O)NN)cc1O | -12% | 4 | 0% | -2% | -5 | 2 | -3% | -1% | -4% | -3
OCCC1CN(CCCc2ccccc2)CCN1Cc1ccccc1 (stereo not drawn) | 4% | -9 | 0% | 3% | 0 | 33 | -9% | 0% | 7% | 4
COc1ccc(CCNCC(=O)Nc2ccccc2C(F)(F)F)cc1 | ? | 36 | -6% | 4% | -15 | 3 | -10% | 16% | 3% | -1
COc1ccc(CC(NC(C)=O)C(=O)NC2CCN(C(=O)c3ccncc3)CC2)cc1OC (stereo not drawn) | 9% | 5 | 0% | 1% | 7 | -10 | 5% | -2% | 0% | -4
CCCOc1ccc(Cc2c(O)nc(SC)[nH]c2=O)cc1C | ? | 22 | 1% | 2% | -2 | -3 | ? | 0% | -3% | 1
O=C(O)C1C2CCC(O2)C1C(=O)Nc1ccc(OC(F)F)cc1 (stereo not drawn) | -3% | 6 | -5% | 0% | -14 | 5 | 6% | 8% | 1% | 2
Cc1cc(C)cc(OCC(=O)NNC(=O)c2ccoc2C)c1 | -14% | 0 | 1% | -4% | -27 | 24 | -10% | 4% | 2% | 0
Cc1ccc(C)c(CN2CCC(CNC(=O)Nc3ccc(F)c(Cl)c3)CC2)c1 | -6% | -1 | -17% | . | -8 | -14 | ? | 7% | -2% | 1
Cc1ccc(C)c(NC(=O)C2C(c3ccccc3)C2(Cl)Cl)c1 (stereo not drawn) | -3% | -23 | -10% | -2% | -6 | -6 | 3% | -5% | -2% | 2
COC(=O)c1sc(N2C(=O)C(O)=C(C(=O)c3ccc(C)o3)C2c2ccco2)nc1C (stereo not drawn) | 1% | 5 | -2% | -4% | -2 | 3 | 2% | -6% | -2% | .
COCCNC(=S)N1CCC(c2nc(-c3ccc(F)cc3)no2)CC1 | 4% | 14 | 3% | -1% | -21 | -1 | ? | -3% | 2% | 5
CCOc1cc(C2/C(=C(\O)c3cc(C)ccc3C)C(=O)C(=O)N2CCN(C)C)ccc1O (stereo not drawn) | -13% | 18 | -2% | -2% | 9 | -4 | 17% | -7% | -1% | -5
CCN1CCc2c(OCC(=O)N3CCCCC3)cccc2C1=O | 2% | 1 | -4% | 7% | 2 | -5 | 3% | -2% | -12% | 4
O=C(CC(c1ccccc1O)N1CCCCC1)N1CCCCC1 (stereo not drawn) | 2% | -3 | -1% | 3% | -3 | 3 | 1% | -5% | 3% | 1
O=c1[nH]n2c(-c3ccccc3)nc(O)c2c2ccccc12 | 4% | -4 | -2% | 2% | 2 | 4 | ? | -2% | -2% | 2
CCOCCCNC(=S)N(CCN(CC)CC)Cc1cc2cc3c(cc2[nH]c1=O)OCCO3 | -10% | -1 | 3% | 3% | 1 | 15 | -12% | 25% | 5% | -1
CCc1nnc(/N=C/c2c(O)n(-c3ccc(Cl)cn3)c(=O)c3ccccc23)s1 | -1% | 29 | ? | 1% | -17 | -1 | 3% | 19% | -4%[46.1 µM] | -1
CCC(C)NC(=O)c1nn(C)c(=O)c2ccccc12 (stereo not drawn) | 1% | -11 | 1% | 12% | 26 | -9 | 0% | -1% | 0% | 3
Cc1nc(Cl)c(C#N)cc1-c1ccccc1 | 3% | 8 | -3% | -3% | 4 | 11 | -1% | -3% | -2% | 5
COC(=O)CSc1nc2ncc(Cl)cc2[nH]1 | 7% | -3 | 0% | 2% | 2 | -9 | 5% | -1% | -7% | -9
CSc1nc(N)nc2c1ncn2CC(=O)N1CCN(c2ccccn2)CC1 | 28% | 14 | -5% | . | -11 | -5 | -1% | . | -1% | .
COc1ccc(COC(=O)CCS(=O)(=O)c2ccc(C)cc2)cc1 | 16% | -10 | 8% | . | -7 | -3 | -4% | . | 1% | .
COc1cccc(NC(=O)Cn2nnc(C(=O)Nc3ccccc3)c2N)c1 | -1% | 11 | 0% | -2% | -8 | 6 | 14% | 7% | -2% | 2
O=C(CO/N=C\c1ccccc1)Nc1ccccc1C(=O)N1CCOCC1 | 1% | -1 | 0% | 2% | -9 | 0 | -1% | 4% | 1%[46.1 µM] | 3
CCc1nnc(SCC(=O)Nc2ccc(C(C)=O)cc2)nc1CC | 0% | 4 | 0% | -5% | -13 | -9 | -7% | -7% | -6% | 4

Not a retest: 2 of the compounds above.
SMILES | A-T KAP1 phos | TSHR antagonist | Tb PFK inh | GALK inhibitor | Giardia kill | hERG WT inh | Chronic BCR inh | CXXC DNA block | TCR act | FBPA coupling cs
CCN1CCc2c(OCC(=O)N3CCCCC3)cccc2C1=O | 2% | 1 | -4% | 7% | 2 | -5 | 3% | -2% | -12% | 4
O=C(CC(c1ccccc1O)N1CCCCC1)N1CCCCC1 (stereo not drawn) | 2% | -3 | -1% | 3% | -3 | 3 | 1% | -5% | 3% | 1

Further structures
SMILES | A-T KAP1 phos | TSHR antagonist | Tb PFK inh | GALK inhibitor | Giardia kill | hERG WT inh | Chronic BCR inh | CXXC DNA block | TCR act | FBPA coupling cs
CCOC(=O)c1ccccc1NC(=O)COC(=O)CSC(C)C(=O)Nc1cc(C)on1 (stereo not drawn) | 4% | 0 | 1% | -4% | 2 | -27 | 11% | 6% | 0% | .
Cc1nn(C(C)C(=O)c2cccc(Cl)c2)c(C)c1[N+](=O)[O-] (stereo not drawn) | 1% | -11 | -3% | 0% | -1 | 12 | -1% | 11% | 3% | -6
Cc1cc(C(=O)Nc2sc3c(c2C#N)CCC3)no1 | 6% | -10 | 1% | -4% | -5 | -22 | -15% | 7% | . | -2
NC(=O)C1CCCN(C(=O)CCC(=O)c2cccs2)C1 (stereo not drawn) | 1% | -10 | 7% | . | 11 | -3 | 4% | . | 1%[46.1 µM] | .
CCC(c1nnnn1C1CCCC1)N1CCN(C(=O)c2ccco2)CC1 (stereo not drawn) | 13% | 4 | -23% | 7% | 5 | -5 | 0% | 64%[activator] | -2% | 1
O=C(NCc1ccccc1)c1onc(CSc2ccc(Cl)cc2)c1C(=O)NCC1CC1 | 21% | -10 | -9% | . | 4 | -10 | 3% | . | -1% | .
CCOC(=O)C1=C(CN2CC(C)CC(C)C2)NC(=O)NC1c1ccc2c(c1)OCO2 (stereo not drawn) | 2% | 6 | -2% | 2% | 1 | 21 | ? | 6% | 0% | 4
S=C(NCc1cccc(Cl)c1)NC1CCCCC1 | 0% | -9 | -23% | 0% | -6 | -1 | -1% | -5% | 1%[46.1 µM] | 0
COc1ccc(NC(=O)c2sccc2OS(=O)(=O)N(C)C)cc1 | -1% | -5 | 3% | 0% | -22 | -2 | ? | -14% | 4% | 0
Cc1c(N=Cc2ccncc2)c(=O)n(-c2ccccc2)n1C | 2% | 2 | -1% | -1% | -15 | -14 | 6% | -2% | 5% | 2
CCC(C)c1ccc(NC(=O)C2CCCN(c3ncccn3)C2)cc1 (stereo not drawn) | 21% | ? | -2% | -1% | 17 | 0 | 4% | 16% | 2% | 1
O=C(Oc1coc(CSc2ncccn2)cc1=O)c1cccs1 | -3% | 3 | 5% | 0% | 8 | -7 | -15% | 251%[activator] | 5% | 4
COc1ccccc1CN1CC(C(=O)N2CCCCCCC2)CCC1=O (stereo not drawn) | -1% | 20 | -4% | -8% | 5 | 5 | -1% | -12% | -5% | .
NC(=O)Nc1ccc(C(=O)OCC(=O)Nc2ccc([N+](=O)[O-])cc2C(F)(F)F)cc1 | 3% | 45 | -5% | 2% | 4 | 5 | -4% | -7% | 0%[46.1 µM] | -3
O=C(Nc1nccs1)c1cccc(NC(=O)C2CC2)c1 | -4% | 4 | -2% | -2% | 3 | -4 | ? | -3% | -9% | 2
CCn1cc(S(=O)(=O)c2ccc(Cl)cc2)c(=O)c2cc(OC)ccc21 | -3% | 4 | 4% | 7% | -9 | -11 | -3% | -8% | -3% | .
Cc1ccc(S(=O)(=O)NCC(=O)OC(C(=O)c2ccccc2)c2ccccc2)cc1 (stereo not drawn) | -1% | -8 | -1% | 2% | 6 | 1 | -13% | -10% | 0% | 4
O=C(NCCn1cccn1)c1ccc(OC2CCN(CCc3ccccc3)CC2)cc1 | -4% | 3 | -5% | 1% | 8 | 5 | 7% | -4% | 8% | 4
Cc1ccccc1Nc1nnc(SCC(=O)Nc2ncc(C(F)(F)F)cc2Cl)s1 | -1% | 3 | 3% | -2% | 24 | -1 | -10% | 6% | -1%[46.1 µM] | 0
N#CC1=C(N)Nc2ncnn2C1c1ccc([N+](=O)[O-])cc1 (stereo not drawn) | 0% | -2 | -5% | 6% | -9 | -7 | 4% | -3% | -4% | 3
CCOc1ccc(OCc2ccc(C(=O)N3CCCCC3)o2)cc1 | 9% | -7 | 2% | -12% | 5 | -10 | 3% | 7% | -5% | .
